SR-BI DiI-HDL act: enhances SR-BI lipid uptake from DiI-HDL. CHO ldlA[mSR-BI] cells, DiI-HDL uptake fluorescence, 3 h; 100 = double the neutral-control signal. activation, % at 12.5 µM. AID 504775. 0.096% of 320,000 active;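 active means mean replicate activation of at least 60% and every replicate at or above 60%; inconclusive means mean or all-replicate condition met, but not both; inactive means mean below 60% and not all replicates reaching 60%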;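 further: 0% = median plate neutral-control signal and 100% = twice that signal; values of inactives mirror those of a sister screen read the other way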
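Material: SR-BI-overexpressing, LDLR-lacking CHO cells | Dosing: Single compound concentration, delivered by pin transfer | Probe or stimulus: Labelled HDL, 10 µg/mL | Signal: Bottom-read cell fluorescence after medium removal, ex 550/em 595 nm | Schedule: 3 h, 37 °C | Evaluation: HDL uptake via cellular fluorescence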
PKA-R1A act: activates the PKA-R1A holoenzyme complex; PKA-R1A dissociation, Cy5-IP20 fluorescence polarization; scaled: DMSO 0%, 113 µM cGMP 100%; activation, % at 11.4 µM; 0.083% of 340,000 active; AID 504707;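 active means percent activation above the mean of all tested compounds plus 3 SD, cut at about 19% in these data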;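 further: higher means more PKAc released from R1A so a rise in polarization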
MITF act: increases MITF-driven TRPM1 promoter luciferase signal | activation, % at 12.5 µM | 0.75% of 300,000 active | SK-MEL-5 TRPM1-promoter luciferase, 24 h; % of positive control, neutral wells = 0;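 active means mean activation of at least 80% with every replicate also reaching 80%; inconclusive means mean reaches 80% but some replicate falls short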;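 further: 0% = neutral control wells and 100% = parthenolide positive control wells; values of inactives mirror those of a sister screen read the other way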
NSD2 HMT inh: NSD2 (human) methyltransferase inhibition; O96028; NSD2 peptide methylation, AlphaScreen, 120 min; inhibition, % at 12.5 µM; 0.54% of 310,000 active; AID 743445; in the data active means inhibition above about 50%
CDK5 p35 inh: CDK5/p35 (human) kinase inhibition. Q00535+Q15078. Recombinant CDK5/p35, ADP-Glo luminescence, 60 min. inhibition, % at 10 µM. 0.01% of 330,000 active. AID 488839;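 active means highest replicate inhibition of at least 50% and at least 75% of replicates reaching 50%; inconclusive means only one of the two criteria met; inactive means both criteria failed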;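 further: plate controls were DMSO neutral control for no effect and GW8510 at 10 µM for full effect; many of its hits are not listed in these tables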
PKA-R2B act: activates the human PKA-R2B holoenzyme complex; 0.079% of 340,000 active; activation, % at 11.4 µM; P22694+P31323; PKA-R2B holoenzyme dissociation, Cy5-IP20 fluorescence polarization; R2B truncated from residue 108, S112A mutant; 0% DMSO only, 100% 113 µM cGMP;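 active means activation above a cutoff set at the mean over all compounds plus 3 SD, cut at about 18% in these data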;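 further: higher means more holoenzyme dissociation and a rise in polarization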
Mot1-301 SUMO: inhibitors of SUMOylation pathway: yeast Mot1-301 growth rescue. AID 2716. 1% of 320,000 active. growth rescue, % at 18.8 µM. S. cerevisiae Mot1-301 growth rescue, ATP luminescence, 38.5C; percent above DMSO median, 100 means doubled;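 active means every valid replicate shows activation above 250% relative to neutral control wells; inactive means the rest, any valid replicate at or below 250%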;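 further: OY570 slx delta 5 strain wells were the positive control but not used for scaling; some compounds called inactive have numbers as strong as hits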
Pemphigus Ab inh: inhibitors of pemphigus antibody binding to human desmoglein-3; DSG3-coupled beads, scFv-anti-DSG3-GFP binding, flow cytometry; active compounds read low; 0.48% of 310,000 active; binding (percent of control), % at 10 µM;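 active means binding more than 3 SD below its plate's average and above zero; inconclusive means below that plate limit but binding exactly zero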;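 further: hits lower antibody fragment binding to DSG3; some compounds called inactive have numbers as strong as hits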
dFosB activator: mouse delta FosB homodimer activation | P13346 | purified delta FosB, TAMRA-CDK5 oligo fluorescence polarization; percent of positive-control signal above neutral wells | activation, % at 25 µM | 0.99% of 340,000 active;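 active means mean activation above about 17%, with every replicate also reaching it, limit read from the data, passing the limit was not always enough; inconclusive means only one of the two conditions met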;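 further: fluorescence polarization rise as delta FosB binds a TAMRA Cdk5 AP-1 oligo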
Target sequence (P13346 whole entry, looked up): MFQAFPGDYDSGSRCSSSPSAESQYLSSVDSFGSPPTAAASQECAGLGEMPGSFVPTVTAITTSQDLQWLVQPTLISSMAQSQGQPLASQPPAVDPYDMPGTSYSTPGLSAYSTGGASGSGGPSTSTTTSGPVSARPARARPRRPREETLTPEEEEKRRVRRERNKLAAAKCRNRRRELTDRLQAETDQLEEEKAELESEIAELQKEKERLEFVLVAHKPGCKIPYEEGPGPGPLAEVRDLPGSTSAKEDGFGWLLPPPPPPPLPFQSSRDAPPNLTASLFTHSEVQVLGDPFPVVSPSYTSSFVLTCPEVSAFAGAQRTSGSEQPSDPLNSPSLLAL
Arr AP2 block: human beta-arrestin and AP2 interaction inhibition; FITC-arrestin peptide / GST-AP2 beads, flow cytometry; AP2 beta2 appendage carries R879A mutation; inhibition, % at 10 µM; 0.31% of 340,000 active; AID 504490;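 active means inhibition above a set limit, near 3 SD of compounds lacking own fluorescence, cut at about 54% in these data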;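 further: plate controls were DMSO wells for no effect and 5 µM unlabelled arrestin peptide for full effect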
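Material – AP2 appendage R879A on GSH beads · Buffer or medium – PBS with 0.05% Tween 20 and 0.1% BSA · Probe or stimulus – fluorescein-tagged arrestin peptide at 50 nM final · Incubation – compound with beads 12 min RT, then probe 1 h RT · Detection – high-throughput flow cytometry of beads, ex 488, em 535 nm · Evaluation – percent response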
SR-BI DiI inh: inhibitors of mouse SR-BI mediated HDL lipid uptake; 0.96% of 320,000 active; Q61009; inhibition, % at 12.5 µM; ldlA[mSR-BI] CHO cells, DiI-HDL uptake fluorescence, 3 h;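 active means mean replicate inhibition of at least 70% and a set share of replicates each scoring 70 or more; inconclusive means meets just one of the two criteria; inactive means fails both criteria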;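 further: 0% = median of neutral control wells and 100% = median of positive control wells; values of inactives mirror those of a sister screen read the other way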
Target sequence (Q61009 whole entry, looked up): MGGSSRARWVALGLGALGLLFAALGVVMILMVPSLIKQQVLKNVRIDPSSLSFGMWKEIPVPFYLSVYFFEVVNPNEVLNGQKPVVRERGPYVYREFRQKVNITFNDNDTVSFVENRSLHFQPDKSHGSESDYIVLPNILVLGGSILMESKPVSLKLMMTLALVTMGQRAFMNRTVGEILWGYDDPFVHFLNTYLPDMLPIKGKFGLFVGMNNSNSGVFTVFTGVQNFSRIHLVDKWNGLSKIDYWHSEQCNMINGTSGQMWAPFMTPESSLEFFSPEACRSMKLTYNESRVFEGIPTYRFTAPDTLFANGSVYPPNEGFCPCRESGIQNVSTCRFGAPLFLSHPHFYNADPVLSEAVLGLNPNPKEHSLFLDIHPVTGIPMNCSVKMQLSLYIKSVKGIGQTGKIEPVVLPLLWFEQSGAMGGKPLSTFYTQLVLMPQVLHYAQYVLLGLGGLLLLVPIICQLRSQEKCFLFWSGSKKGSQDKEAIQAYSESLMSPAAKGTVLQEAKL
Starred values were filed as active, the others as inactive; ? = inconclusive; nt = not tested or not shown. Rows were taken by chance, and some 4.7% of all compounds hit somewhere here.

SMILES	SR-BI DiI-HDL act	PKA-R1A act	MITF act	NSD2 HMT inh	CDK5 p35 inh	PKA-R2B act	Mot1-301 SUMO	Pemphigus Ab inh	dFosB activator	Arr AP2 block	SR-BI DiI inh
CCn1c(=S)sc2c(=O)n(CC(=O)Nc3ccc(Cl)cc3)c(C)nc21	17	-2	-8	-6	-1.2	2	11	nt	?	-6	-17
COc1ccc(S(=O)(=O)N(C)CC(=O)NCCCN2CCOCC2)cc1C	-1	-8	1	-10	-1.2	-7	nt	97	-6	-9	1
CC1(C)C(=O)Nc2ccccc2N1C(=O)CSc1nnc2c(Cl)cc(Cl)cn12	16	4	2	2	-0.5	0	-4	97	-10	6	-16
CC(C)Cc1cc(C(=O)N2CCC(N3CCC(C(=O)N4CCCC4)CC3)CC2)n[nH]1	14	4	5	-2	0.3	3	-10	108	2	-11	3
Cc1ccc(C)c2[nH]c(=O)c(C(c3nnnn3C(C)(C)C)N3CC=C(c4ccc(F)cc4)CC3)cc12 (stereo not drawn)	-36	2	-8	6	0.3	-10	nt	103	-8	-11	36
Cc1cc[n+](CC(=O)Nc2nc3ccccc3s2)cc1	8	5	11	0	1.2	-3	14	101	4	-15	-8
Cc1c(N2C(=O)C(=O)/C(=C(/O)c3ccccc3)C2c2ccc(F)cc2)c(=O)n(-c2ccccc2)n1C (stereo not drawn)	32	-8	1	-2	0.5	4	21	86	4	-9	-32
CCNS(=O)(=O)c1c(C)cc(C)c(N(C)S(=O)(=O)c2ccccc2)c1C	26	-10	-4	2	0.5	-8	251	91	-7	0	-26
Cn1cc([N+](=O)[O-])c(C(=O)Nc2ccn(C34CC5CC(CC(C5)C3)C4)n2)n1	0	-4	-17	2	-1.2	10	7	102	-11	nt	0
COc1ccc(OCc2cccc(C(=O)O)c2)cc1	nt	13	-96	1	0.4	-11	nt	102	1	-4	nt
Cc1ccnc(NC(=O)c2c(-c3ccccc3Cl)noc2C)c1	1	-11	-1	1	-0.3	-12	-1	87	-6	0	-1
CC(C(=O)O)n1c(-c2ccn[nH]2)n[nH]c1=S (stereo not drawn)	-3	1	1	-3	1.4	12	6	92	-3	10	3
Cc1sc2ccccc2[n+]1CCC(C)S(=O)(=O)[O-] (stereo not drawn)	35	-1	0	2	0.9	-14	-5	111	4	-2	-35
O=C(Cn1c(=O)oc2ccccc21)Nc1ccc(S(=O)(=O)N2CCCCC2)cc1	-21	4	3	-1	1.0	-12	-18	85	60*	2	21
O=[N+]([O-])c1ccccc1S(=O)(=O)Nc1cccc(-c2ccc(N3CCOCC3)nn2)c1	18	0	36	2	1.3	1	21	96	-6	4	-18
COc1ccc(C(=O)NCCc2cccc(Cl)c2)cc1OC1CCN(C(C)=O)CC1	-20	-4	1	-3	-0.7	-6	1	95	-13	22	20
Cn1nc(C(=O)NCc2ccc(Cl)cc2)c2c1-c1ccccc1S(=O)(=O)C2	nt	-5	6	-1	nt	-2	14	100	-1	0	nt
COC(=O)Nc1csc2c1NC(=O)CCCC2	23	-1	8	-1	-0.6	1	97	92	-1	33	-23
Cc1ccc(NC(=O)CC(C(=O)O)c2ccccc2)cc1 (stereo not drawn)	41	-15	6	-2	-0.2	1	-15	102	7	7	-41
O=C(N=NC(=O)c1ccc2c(O)n(CC3CCCO3)c(O)c2c1)c1cccnc1 (stereo not drawn)	-12	-6	nt	-1	1.3	2	-9	nt	0	6	12
Cc1ccc(OCCNC(=O)c2ccco2)cc1C	-1	-11	28	-3	-0.4	-3	8	109	6	-3	1
O=C(NNC(=O)c1ccncc1)c1ccncc1	17	10	-1	-3	-11	-12	2	110	0	-1	-17
CCS(=O)(=O)N1Cc2ccccc2CC1C(=O)OCC(=O)Nc1ccc(SC(F)F)cc1 (stereo not drawn)	-20	-2	nt	-7	0.2	-6	32	107	-1	12	20
CCN1CCN(C2=C(NS(=O)(=O)c3ccc(C)cc3)C(=O)c3ccccc3C2=O)CC1	-9	5	-67	51*	0.6	5	11	103	-11	1	9
CCCCNC(=O)c1ccc(CS(=O)(=O)c2cccc(C(F)(F)F)c2)o1	-3	-3	3	nt	-1.9	2	-3	110	-6	3	3
O=C(Nc1ccccc1)N1CCC(C(=O)N2CCN(Cc3ccccc3)CC2)CC1	-70	-2	3	-1	-0.5	-2	-16	101	-1	18	?
COc1cc(OC)c(OC)cc1/C=N/NC(=O)c1cnccn1	-12	-7	10	0	1.5	-11	1	103	2	7	12
CCC(C)NC(=O)C1CC(c2cccc(OC)c2)=NO1 (stereo not drawn)	8	-19	1	-4	-0.5	7	0	98	4	-2	-8
O=C(NC(=S)Nc1ccc(Cl)cc1)c1cncc(Br)c1	-3	5	-8	0	1.0	-7	18	112	1	5	3
COc1ccc(C2=NN(CCC(=O)NCC3CCCO3)C(=O)CC2)cc1 (stereo not drawn)	-2	4	-4	-5	-2.2	-3	-5	nt	-6	-2	2
CCOCCCNC(=O)/C(C#N)=C/c1ccc(Cl)c([N+](=O)[O-])c1	-9	5	-89	1	-1.1	1	-29	102	-8	52	9
COc1cccc(CCc2nnc(CCC(=O)N(C)C3CC(C)(C)NC(C)(C)C3)o2)c1	-4	4	2	-1	-1.4	-3	8	99	-10	-23	4
Nc1nc(N)nc(-c2ccccc2)n1	28	-6	0	nt	0.6	-7	139	107	2	2	-28
CCOc1ccc(C2Nc3ccc4ccccc4c3-c3c2c(=O)oc2ccccc32)cc1 (stereo not drawn)	5	-2	-27	-1	-2.2	0	-10	103	1	-2	-5
COc1ccc(N2CCN(C(=O)C(C)(C)Oc3ccc(Cl)cc3)CC2)cc1	-5	3	-11	nt	-0.8	1	-17	100	-16	8	5
CC(C)CC(=O)Nc1ccccc1N1CCN(c2ccccc2)CC1	-10	-4	4	-4	0.5	8	-2	100	-6	3	10
CN1CCC(NC(=O)Nc2cccc(C(F)(F)F)c2)CC1	16	-9	-7	9	1.7	-1	315	101	-2	7	-16
CC1Sc2ccc(S(=O)(=O)N3CCC(C(=O)NCCc4ccccc4)CC3)cc2NC1=O (stereo not drawn)	15	8	4	-3	1.2	-1	76	nt	-10	-9	-15
O=c1[nH]c(C2CCCN(S(=O)(=O)c3ccc(F)cc3)C2)nc2c1nnn2Cc1ccc(F)cc1 (stereo not drawn)	nt	-5	-9	nt	-1.8	-2	141	119	-4	-4	nt
NC(=O)c1ccccc1OCc1cccc2ccccc12	-28	-7	17	1	0.3	10	-3	98	8	-9	28
O=C(c1cc(-c2ccc(Br)cc2)nc2ccccc12)N1CCN(c2ccccc2O)CC1	-62	-14	13	-2	0.2	-9	23	108	-7	39	62
O=C(O)CCc1ccc(S(=O)(=O)Nc2ccccc2C(=O)NCCc2ccccc2)cc1	12	7	49	-4	-1.4	-2	4	115	0	-9	-12
COC(=O)C1=C(C)OC(N)=C(C#N)C1C1CCCCC1 (stereo not drawn)	-2	-2	3	nt	1.1	-8	-20	102	0	34	2
COc1ccc(NC(=O)C2CCCN2C(=O)NC2CCCCC2)cc1OC (stereo not drawn)	17	-5	-5	-2	-6.0	11	21	101	1	-2	-17
Cc1ccc(CN2CCc3[nH]c(=S)[nH]c(=O)c3C2)cc1	39	-2	-9	-3	nt	-16	-15	99	-2	5	-39
CCOc1ccc(N2C(=O)CC(N(Cc3ccco3)C(=O)CCC(=O)O)C2=O)cc1 (stereo not drawn)	-4	-5	-7	-2	-0.2	-7	-17	nt	-4	14	4
Cn1c(COc2ccc(Cl)cc2)nc2ccccc2c1=O	23	0	-5	-2	0.2	-11	-1	99	-5	7	-23
COc1ccccc1Nc1ccncc1[N+](=O)[O-]	7	-8	-3	4	-0.2	2	254	101	-6	12	-7
CNC(=O)c1ccc(CNC(=O)OCc2ccccc2)cc1	-4	-4	-1	-6	-1.0	4	-26	95	-2	11	4
CCc1c(C)[nH]n(-c2nc(-c3cccc([N+](=O)[O-])c3)cs2)c1=O	-15	15	6	1	0.9	-2	6	117	-2	9	15
Cc1ccc(OCCNC(=O)CCNS(=O)(=O)c2ccc(Br)cc2)cc1	11	-8	0	0	-0.9	-10	158	107	-9	4	-11
Cc1cccc(N(CC(=O)N2CCc3ccccc3C2)S(C)(=O)=O)c1C	-21	-10	-1	0	-8.7	-7	379	111	-4	-3	21
COc1cc2[nH]c(=S)nc(NCc3ccc(C)cc3)c2cc1OC	6	1	-3	5	1.4	-1	9	96	0	-7	-6
O=[N+]([O-])c1ccc(-c2cn(-c3ccccc3)c(=S)[nH]2)cc1	9	-2	14	-2	-0.7	-2	-2	132	1	11	-9
C=CCNc1cc(=O)n(Cc2ccccc2)c(=O)[nH]1	19	1	11	8	-0.5	8	-5	112	-11	29	-19
O=C(N/N=C/C=C/c1ccco1)c1cccnc1	-4	-3	-17	7	-0.8	4	-5	nt	3	9	4
O=C(N/N=C/c1ccc2c(c1)OCO2)C(=O)N1CCCC1	-3	-5	31	0	-0.4	1	-8	98	-4	10	3
Cc1ccccc1OCCCC(=O)Nc1nncs1	10	-3	3	0	0.2	-8	-6	102	-3	1	-10
O=C(Nc1ccccc1)OC1CC2CC1C1CCCC21 (stereo not drawn)	-16	-1	70	-9	-0.1	0	92	99	-8	7	16
O=C(Cc1ccccc1)Nc1ccccc1C(=O)Nc1ccccc1	-20	-24	3	-1	-7.8	0	-12	98	-1	0	20
CC1(C)CC2CC(C)(CN2C(=O)c2cc(-c3ccccc3)on2)C1 (stereo not drawn)	nt	0	-4	-5	-0.8	-6	-14	nt	-14	-2	nt

Screening results deposited in PubChem BioAssay by several laboratories.
